Assay outcomes as filed in PubChem BioAssay.
IMPase inh = membrane-permeable compound that blocks inositol monophosphatase | AID 901 | CHO-M1 cells, IP1 accumulation, HTRF TR-FRET ratio | inhibition (IP1 accumulation), % at 46.1 µM | 120,000 tested, under 10 active; active = well fitted curve in the direction sought with a large enough effect in the signal ratio, not every such curve was filed as active; inconclusive = small, poorly fitted or top-dose-only effect, or a change in a side signal; inactive = no such curve, though single readings can be large or run the other way; the % refers to the signal ratio;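 note: cells stimulated with carbachol in lithium chloride buffer; plate controls were DMSO basal wells for no effect and reference inhibitor wells for full effect; higher means more IMPase inhibition seen as more IP1 and lower FRET ratio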
Target sequence (P97697 whole entry, looked up): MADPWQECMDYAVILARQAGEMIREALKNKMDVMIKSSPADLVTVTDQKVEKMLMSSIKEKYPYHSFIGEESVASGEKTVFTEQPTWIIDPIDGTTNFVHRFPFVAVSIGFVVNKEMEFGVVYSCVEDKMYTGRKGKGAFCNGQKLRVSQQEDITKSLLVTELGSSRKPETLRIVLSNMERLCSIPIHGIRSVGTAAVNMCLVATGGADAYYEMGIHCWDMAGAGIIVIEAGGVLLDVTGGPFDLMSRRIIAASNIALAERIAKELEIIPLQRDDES
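Elevated IP1 in lysates lowers TR-FRET signal (665/620 ratio and 620 channel reported). Cells were CHO-M1, given carbachol (50 uM as added) plus 50mM LiCl, pH 7.4, 30 min, 37C; compounds titrated up to 46 uM; AC50 by Hill equation.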
12-hLO inh = 12-hLO (ALOX12) enzyme inhibition. purified 12-hLO, xylenol orange hydroperoxide absorbance. Potency, µM (doses to about 57.1 µM), for inactives: at the top dose activity change, negative = inhibition, most hits filed as inhibitors. actives 0.12% (n = 150,000); note: potency is the fitted concentration of half-maximal effect; nearly all actives have a fitted effect of over 55% in size; many of its hits are not listed in these tables
Target sequence (P18054 whole entry, looked up): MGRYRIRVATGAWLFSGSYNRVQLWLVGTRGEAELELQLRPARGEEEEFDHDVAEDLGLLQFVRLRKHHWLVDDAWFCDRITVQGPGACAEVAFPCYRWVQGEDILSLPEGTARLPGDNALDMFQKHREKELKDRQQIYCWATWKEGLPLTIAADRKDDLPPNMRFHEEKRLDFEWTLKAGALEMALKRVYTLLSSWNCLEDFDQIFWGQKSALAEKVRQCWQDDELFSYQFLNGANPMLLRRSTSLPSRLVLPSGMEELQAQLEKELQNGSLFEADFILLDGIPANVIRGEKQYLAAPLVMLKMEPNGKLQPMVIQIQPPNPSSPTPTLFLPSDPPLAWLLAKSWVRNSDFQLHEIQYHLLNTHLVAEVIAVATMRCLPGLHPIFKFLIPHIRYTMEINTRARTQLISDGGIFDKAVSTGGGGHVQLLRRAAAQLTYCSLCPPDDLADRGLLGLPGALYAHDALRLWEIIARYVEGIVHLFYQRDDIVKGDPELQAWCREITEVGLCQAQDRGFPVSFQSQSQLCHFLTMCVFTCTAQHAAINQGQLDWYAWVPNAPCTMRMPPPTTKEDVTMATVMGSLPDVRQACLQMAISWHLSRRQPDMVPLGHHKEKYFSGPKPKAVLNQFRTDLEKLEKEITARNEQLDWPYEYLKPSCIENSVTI
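Purified human 12hLO (150 nM final) was preincubated with compounds for 15 min at room temperature in 25 mM Hepes pH 7.0, 0.01% Triton X-100, then reacted with 40 uM arachidonic acid for 30 min. Hydroperoxide was detected with ferrous iron/xylenol orange.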
15-hLO-2 inh = 15-hLO-2 (ALOX15B) enzyme inhibition; O15296; purified 15hLO-2, xylenol orange hydroperoxide absorbance; Potency, µM (doses to about 57.1 µM), for the others: top-dose activity change, negative = inhibition, usual class: inhibitors; actives 0.56% (n = 110,000); AID 881; note: potency is the fitted concentration of half-maximal effect; nearly all actives have a fitted effect of over 60% in size; many of its hits are not listed in these tables
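Enzyme 50 nM, AA 45 uM, 25 mM Hepes pH 7.5 + 0.01% Triton X-100; cpd preinc 15 min RT, rxn 90 min RT; stop/detect with 200 uM XO + 300 uM Fe(II) in 50 mM H2SO4, 30 min; A573/A405.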
PNC inhibitor = blocks assembly of the perinucleolar compartment; PC3M PTB-GFP, PNC prevalence imaging, 16 h; stronger effect = lower value; activity change (PNC), negative = inhibition, % at 10 µM; actives 3.1% (n = 140,000); AID 2417;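 active = readout at or below -70, meaning at least 70% loss of cells showing the perinucleolar compartment, a nuclear body marking cancer cells; inconclusive = readout between -30 and a set limit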;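 note: plate controls were DMSO wells for no effect and camptothecin positive control wells for full effect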
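Compounds are pinned in duplicate onto adhered PC3M cells stably expressing GFP-tagged PTB and incubated 16 h at 37 C. Cells are then fixed, nuclei stained with Hoechst, and PNC-positive cells counted.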
The depositor's hits bear a star; ? = inconclusive; nt = not tested or not shown; [ ] = dose if it differs, or a comment. Unless noted, calls come from the whole dose curve; as a rule, active = well fitted curve in the direction sought with a large enough effect; inconclusive = small, poorly fitted or top-dose-only effect, or another doubt; inactive = no such curve, though single readings can be large; an effect the other way counts as inactive or inconclusive. Unless noted, % is set by controls: 0 for no effect and ±100 for the full control effect.

molecule,IMPase inh,12-hLO inh,15-hLO-2 inh,PNC inhibitor
CCC(Sc1ccccn1)C(=O)Nc1nnc(C)s1 (stereo unspecified),14,-1%,3%,-26
OC(COCC(F)(F)C(F)(F)C(F)(F)C(F)F)Cn1c2ccccc2c2ccccc21 (stereo unspecified),nt,-7%,nt,?
CC1CCN(C(=O)c2cc3ccccc3c(=O)o2)CC1,nt,-3%,nt,-8
COc1cccc(/C(O)=C/C(=O)C(=O)Nc2ccc(S(=O)(=O)NC(C)=O)cc2)c1,nt,-2%,nt,?
Cc1cccc(-n2ncc3c(N4CCCc5ccccc54)ncnc32)c1,-6,4%,9%,2
CCOc1cc(/C=N/NC(=O)CSc2nnc(C)s2)ccc1OCc1ccccc1Cl,-10,-2%,nt,-3
COc1ccc(S(=O)(=O)Cc2ccc(C(=O)N3CCc4ccccc4C3)o2)cc1,15,-18%,2%,-22
COc1cccc(CN(C)CC(=O)Nc2cccc(S(N)(=O)=O)c2)c1OC,nt,-1%,nt,6
COc1cc2nc3c4ccccc4n(CC#N)c3nc2cc1OC,-8,-3%,-19%,?
COC(=O)c1ccccc1NC(=O)CSc1nnc(CNS(=O)(=O)c2ccc(C)cc2)n1C,-7,1%,-4%,?
COc1ccc(Cc2nnc(NC(=O)Cc3cccs3)s2)cc1OC,-10,-11%,nt,-100*
O=C(O)c1ccccc1C(=O)c1ccc(Oc2ccccc2)cc1,nt,7%,nt,-85*
CCCCOc1ccc(/C=C/C(=O)Nc2ccc(C(N)=O)cc2)cc1,nt,0%,nt,-10
Cc1nonc1C(=O)N/N=C/c1ccc(O)c(O)c1,4,-2%,nt,-16
S=c1[nH]cc(-c2ccccc2)n1-c1ccccc1Cl,nt,-8%,nt,22
N#Cc1ncc(-c2ccc3c(c2)OCCOCCOCCOCCO3)nc1C#N,nt,2%,nt,-6
CC(=O)Nc1nc(C2COc3ccccc3O2)cs1 (stereo unspecified),1,0%,0%,?
c1ccc(C(c2ccccc2)N2CCN(c3ccc4ccccc4n3)CC2)cc1,-4,0%,24%,42
COC(=O)C1=C(C)N(CC(C)C)C(=O)/C1=C\c1cccs1,8,-22%,-19%,10
Cc1ccc(Cn2c(NS(=O)(=O)c3ccccc3)nc3ccccc32)cc1,15,4%,nt,105
CCC(Sc1nc2ccccc2c(=O)[nH]1)C(=O)O (stereo unspecified),?,4%,-2%,-17
O=c1[nH]cnc2c1sc(=S)n2-c1ccccc1,-2,6%,-10%,?
O=C(COc1ccc(Cl)cc1)N1CCN(S(=O)(=O)c2ccc(Cl)cc2)CC1,6,-25%,6%,-28
COc1ccc(C2C(C(=O)OCC(=O)Nc3ccc(C)cc3)CCC(=O)N2c2ccc(OC)cc2)cc1 (stereo unspecified),4,-4%,4%,1
O=C(CSc1ncn[nH]1)N1CCN(c2nnc(-c3ccccc3)c3ccccc23)CC1,10,2%,9%,-26
O=C(CN1CCCC1)Nc1ccc(NC(=O)Nc2ccccc2)cc1,8,1%,1%,-20
Cc1nc2ccccc2nc1CSc1nncs1,-4,-2%,5%,33
O=C(c1cccc(NS(=O)(=O)c2ccc(F)c(F)c2)c1)N1CCN(Cc2ccccc2)CC1,nt,-5%,nt,?
FC(F)Sc1ccc(-n2cc(-c3ccccc3)[n+]3c2CCC3)cc1,15,-4%,nt,-27
Cc1ccc(C)c2[nH]c(=O)c(CN(CCN3CCOCC3)Cc3nnnn3CC3CCCO3)cc12 (stereo unspecified),4,-2%,9%,3

A portion from further up:
molecule,IMPase inh,12-hLO inh,15-hLO-2 inh,PNC inhibitor
CCC(Sc1nc2ccccc2c(=O)[nH]1)C(=O)O (stereo unspecified),?,4%,-2%,-17
O=c1[nH]cnc2c1sc(=S)n2-c1ccccc1,-2,6%,-10%,?

Additional compounds
molecule,IMPase inh,12-hLO inh,15-hLO-2 inh,PNC inhibitor
CC(=O)NC(=S)Nc1ccc(NC(=O)COc2ccc(Cl)cc2Cl)cc1,2,-11%,?,37
O=C(/C=N/O)NCCN1CCCCC1,0,-7%,8%,-22
O=C(c1ccccc1-c1nc2ccccc2[nH]1)N1CCOCC1,-2,3%,13%,?
COc1ccccc1NC(=O)NCC(=O)Nc1ccc(F)c(F)c1,8,-7%,3%,?
Cc1nc(S/C(=C/c2ccc(-c3ccc(Cl)cc3)o2)C(=O)O)n[nH]1,-4,-3%,-30%,?
O=C1C(=O)c2ccccc2C(O)=C1Cc1ccccc1,nt,-6%[11.4 µM],-9%[11.4 µM],nt
Oc1ccc(NC(=S)Nc2ccccc2)cc1,nt,-18%,nt,-10
COc1ccccc1CNC(=O)CCn1c(=O)sc2ccccc21,-5,-2%,nt,21
CC(C)Sc1nc(SCC(=O)NCc2ccco2)c2c3c(sc2n1)COC(C)(C)C3,7,-16%,-7%,15
O=C(c1ccco1)N1CCN(C(=O)C2CCCO2)CC1 (stereo unspecified),-7,-4%,nt,-100*
O=C(N=Nc1c(O)[nH]c2ccc(Cl)cc12)c1cc(-c2cccs2)nc2ccccc12,nt,1%,nt,21
OB(O)c1ccc(Br)cc1,nt,-2%,11%,nt
COc1ccc(S(=O)(=O)Nc2cccc(C)n2)c2ccccc12,1,1%,-6%,?
COC(=O)N1CN(C(=O)OC)CN(C(=O)OC)C1,2,-3%,1%,26
CC1(C)CC(=O)c2cc(OCC(=O)NCCN3CCCc4ccccc43)ccc2O1,6,3%,19%,-24
O=C(Nc1cc(S(=O)(=O)N2CCCC2)ccc1OCC(F)(F)F)c1ccccc1F,nt,-1%,nt,40
CN1CCN(C(=O)Cn2c(=O)oc3cc(S(=O)(=O)NCc4ccccc4)ccc32)CC1,-5,8%,5%,-11
O=C(COC(=O)c1sc2cc(F)ccc2c1Cl)Nc1ncc(Cl)cc1Cl,-4,4%,nt,-14
COc1ccc(CCNC(=O)c2ccn[nH]2)cc1OC,-3,2%,-8%,67
CCOc1[nH]n(-c2ccc(Cl)cc2)c(=O)c1C=Nc1ccc(O)cc1,3,10%,-11%,28
N#CC1=C(SCC(N)=O)NC(=O)CC1c1ccccc1Cl (stereo unspecified),5,-6%,1%,9
CC(CNC(=O)c1cncc(O)c1)NC(=O)c1cncc(O)c1 (stereo unspecified),-3,-8%,-7%,?
Cc1nc(SCC(=O)Nc2c(C)nn(C)c2C)c2cnn(-c3ccccc3)c2n1,3,3%,-5%,?
CCC(C)OC(=O)C1=C(C)OC23OC(N)=C(C#N)C12C(=O)c1ccccc13 (stereo unspecified),0,-2%,nt,-14
COc1ccc(-c2nnc(SCC(=O)Nc3nc4ccccc4s3)n2C)cc1,-8,2%,-23%,?
CCCCCCn1cc(C(=O)O)c(=O)c2ccccc21,-6,-29%,-9%,18
CCc1ccc2c(c1)cc(CN(C(=S)Nc1cccc(C)c1)C1CC1)c1nnnn12,-9,3%,-10%,-26
CCN1CCN(c2ccc(NC(=O)Cc3ccccc3)cc2)CC1,13,7%,9%,?
c1ccc(Cn2ncc3c(N4CCOCC4)ncnc32)cc1,-1,2%,nt,210
CCOc1ccc(-n2c(=S)sc3c(=O)[nH]c(SCC(=O)NCc4ccco4)nc32)cc1,-12,-15%,-17%,13

Other records.
mol	IMPase inh	12-hLO inh	15-hLO-2 inh	PNC inhibitor
O=C(COC(=O)/C=C/c1ccc(Cl)cc1Cl)Nc1cc(C(F)(F)F)ccc1N1CCOCC1	nt	-7%	nt	-14
O=C(NCc1ccccn1)/C(=C/c1ccco1)NC(=O)c1ccccc1	9	-1%	nt	-4
CN(/N=C/c1cccs1)c1cc(=O)n(C)c(=O)[nH]1	7	5%	nt	21
c1ccc(OCCOCCN2CCOCC2)cc1	1	3%	-4%	-25
COc1cc(-c2nnc(CSc3nnc(Nc4ccc(Oc5ccccc5)cc4)s3)o2)cc(OC)c1OC	8	2%	nt	3
CC1(C)CC(=O)C(C=NCC(O)c2ccccc2)=C(O)C1 (stereo unspecified)	9	4%	0%	?
N=C(N)Cc1ccccc1Sc1ccccc1	nt	-1%	nt	31
Cc1c(N=Cc2cccs2)c(=O)n(-c2ccccc2)n1C	6	7%	-6%	7
COc1cccc(C(=O)Nc2cc(=O)n(C)c(=O)n2C)c1OC	-2	1%	-1%	-14
Cc1nc2ccccc2c2nc(NC(=O)Cc3ccccc3)nn12	-4	-3%	-1%	21

Following part:
mol	IMPase inh	12-hLO inh	15-hLO-2 inh	PNC inhibitor
c1ccc2c(CSCc3nc4ccccc4[nH]3)cccc2c1	4	4%	36%[activator]	?
COC(=O)[C@@]1(Cc2ccc(OC)cc2)[C@H]2c3cc(C(=O)N4CCCC4)n(Cc4ccc(O)c(OC)c4)c3C[C@H]2CN1C(=O)c1ccccc1	nt	-12%	-27%	nt
CCN1CCN(C(c2ccccc2)c2nnnn2CCc2ccc(OC)c(OC)c2)CC1 (stereo unspecified)	5	1%	2%	66
CC(=O)c1cccc(NC(=O)C2CCCN2S(=O)(=O)c2cccc3cccnc23)c1 (stereo unspecified)	0	-1%	-6%	24
COC(=O)c1ccc(OC)c(CSc2nnc(COc3ccc(OC)cc3)o2)c1	0	-2%	-1%	?
CC(=O)N1CCC2(CCN(Cc3ccccc3)CC2)CC1	nt	0%	4%	nt
O=C(Nc1ccc(Cl)cc1)NC1CCS(=O)(=O)C1 (stereo unspecified)	-1	-7%	-7%	15
CC1Cc2ccccc2N1C(=O)CN(C)S(=O)(=O)c1cccc2cccnc12 (stereo unspecified)	-2	1%	-4%	18
CCOc1ccc(N(C(C)C(=O)N/N=C(\C)C(C)(C)C)S(C)(=O)=O)cc1 (stereo unspecified)	nt	0%	nt	64
Cc1ccc(N(CC(=O)Nc2cc(Cl)ccc2Oc2ccccc2)S(C)(=O)=O)cc1C	5	-1%	3%	17

Rewritten with two lines to a compound: entries from further up
Each structure is followed by: IMPase inh	12-hLO inh	15-hLO-2 inh	PNC inhibitor
c1ccc2c(CSCc3nc4ccccc4[nH]3)cccc2c1
  4	4%	36%[activator]	?
COC(=O)[C@@]1(Cc2ccc(OC)cc2)[C@H]2c3cc(C(=O)N4CCCC4)n(Cc4ccc(O)c(OC)c4)c3C[C@H]2CN1C(=O)c1ccccc1
  nt	-12%	-27%	nt
CCN1CCN(C(c2ccccc2)c2nnnn2CCc2ccc(OC)c(OC)c2)CC1 (stereo unspecified)
  5	1%	2%	66
CC(=O)c1cccc(NC(=O)C2CCCN2S(=O)(=O)c2cccc3cccnc23)c1 (stereo unspecified)
  0	-1%	-6%	24
COC(=O)c1ccc(OC)c(CSc2nnc(COc3ccc(OC)cc3)o2)c1
  0	-2%	-1%	?
CC(=O)N1CCC2(CCN(Cc3ccccc3)CC2)CC1
  nt	0%	4%	nt

Remaining list, next part
mol	IMPase inh	12-hLO inh	15-hLO-2 inh	PNC inhibitor
COc1ccc(S(=O)(=O)NCCSCc2ccco2)cc1OC	6	0%	-15%	3
CCOC(=O)c1nnc(-c2ccc(C)cc2)nc1Sc1ccc(Cl)cc1	-2	1%	-14%	?
COCCNC(=O)C1CCC(=O)N(c2ccc(OC)cc2)C1c1ccc(OC)c(OC)c1 (stereo unspecified)	-2	5%	4%	9
O=C(Nc1cccnc1)c1cc(-c2cccs2)on1	-3	0%	nt	25
COc1c(Cl)ccc(Cl)c1C(=O)NC(=O)N1CCOCC1	4	-2%	-4%	?
C=CCNC(=O)/C(=C/c1ccccc1OCC)NC(=O)c1ccccc1	1	-1%	nt	26
N#C/C(=C\c1ccc(OC(=O)c2ccccn2)cc1)C(N)=O	10	-1%	nt	-20
